# Screening data as filed in PubChem.
# TrxR1 substrate = rat thioredoxin reductase 1 substrate activity | O89049 | purified TrxR1 substrate turnover, NADPH consumption readout | Potency, µM (top dose mostly 114 µM), for inactives: top-dose activity change, negative = substrate turnover | 390,000 tested, 0.01% active | AID 588456; further: potency means the concentration at half of the fitted maximal effect; on the % scale 0 is the no-effect control and ±100 the full control effect; nearly all actives have a fitted effect of over 50% in size
#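 Rat TrxR1, dispensed at 90 nM, was prereduced with 400 uM NADPH (final) for 5 min at ~22 deg C, then incubated with compound 15 min before 400 uM selenite. A first-read NADPH fluorescence drop versus no-compound background flagged substrates.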
# USP1 inh = USP1/UAF1 (human) deubiquitinase inhibition; recombinant USP1/UAF1, Ub-Rhodamine cleavage fluorescence; 390,000 tested, 0.23% active; Potency, µM (top dose mostly 57.1 µM), for the others: at the highest dose activity change, negative = inhibition, actives largely listed as inhibitors; O94782; further: potency means the concentration at half of the fitted maximal effect; on the % scale 0 is the no-effect control and ±100 the full control effect; nearly all actives have a fitted effect of over 60% in size; inactives centre near -12
#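 Step one: compound is pinned into 1nM USP1/UAF1 in HEPES pH 7.8 buffer with TCEP. Step two: 15 min room-temperature incubation. Step three: Ub-Rho (150nM final) starts cleavage, tracked by fluorescence over six one-minute reads.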
# RXFP1 ag = agonists of human relaxin receptor RXFP1. HEK293T-RXFP1 cAMP TR-FRET, 30 min; response scale: percent of porcine relaxin response, buffer zero. Potency, µM (series often up to 57.5 µM), without a hit: at the highest dose activation, most hits filed as activators. 370,000 tested, 0.3% active; further: potency means the concentration at half of the fitted maximal effect; on the % scale 0 is the no-effect control and ±100 the full control effect; nearly all actives have a fitted effect of over 60% in size; many of its hits are not listed in these tables
# Target sequence (Q9HBX9 whole entry, looked up): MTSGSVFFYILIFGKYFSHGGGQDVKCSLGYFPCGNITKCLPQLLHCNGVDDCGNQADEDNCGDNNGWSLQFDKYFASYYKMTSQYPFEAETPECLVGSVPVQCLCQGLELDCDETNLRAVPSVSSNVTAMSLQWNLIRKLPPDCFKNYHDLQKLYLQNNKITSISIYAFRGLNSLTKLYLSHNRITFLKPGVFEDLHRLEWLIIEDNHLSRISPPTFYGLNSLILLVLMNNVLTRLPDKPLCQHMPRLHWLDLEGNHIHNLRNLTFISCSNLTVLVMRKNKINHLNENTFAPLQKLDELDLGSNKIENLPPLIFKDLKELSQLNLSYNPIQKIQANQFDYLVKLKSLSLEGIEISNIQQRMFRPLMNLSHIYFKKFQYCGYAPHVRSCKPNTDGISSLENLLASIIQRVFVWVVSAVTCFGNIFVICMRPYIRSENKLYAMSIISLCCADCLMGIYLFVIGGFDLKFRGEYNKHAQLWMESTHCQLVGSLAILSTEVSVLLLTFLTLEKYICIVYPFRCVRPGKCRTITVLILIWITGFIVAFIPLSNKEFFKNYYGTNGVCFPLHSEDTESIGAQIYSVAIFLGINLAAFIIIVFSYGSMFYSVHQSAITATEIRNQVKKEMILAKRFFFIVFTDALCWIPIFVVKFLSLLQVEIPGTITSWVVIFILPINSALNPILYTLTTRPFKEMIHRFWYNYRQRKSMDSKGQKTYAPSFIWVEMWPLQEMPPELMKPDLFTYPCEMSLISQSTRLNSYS
#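 HEK293 cells stably expressing RXFP1, treated 30 min at 37C with compounds plus PDE4 inhibitor Ro 20174; cAMP measured by HTRF TR-FRET. Normalized to buffer and 29 nM porcine relaxin; EC50 by Hill fit.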
# Vif-A3G inh = inhibitors of Vif-APOBEC3G interaction | Q9HC16 | HeLa A3G-eYFP + Vif (tagged APOBEC3G with the HIV-1 protein that degrades it), YFP fluorescence, overnight | Potency, µM (highest dose often 46.1 µM), for inactives: at the top dose activity, negative = active, most hits filed as inhibitors | 410,000 tested, 0.076% active | AID 602310;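 further: potency means the concentration at half of the fitted maximal effect; on the % scale 0 is the no-effect control and ±100 the full control effect; nearly all actives have a fitted effect of over 60% in size; hits raise eYFP signal because A3G escapes Vif-driven loss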
# Target sequence (Q9HC16 whole entry, looked up): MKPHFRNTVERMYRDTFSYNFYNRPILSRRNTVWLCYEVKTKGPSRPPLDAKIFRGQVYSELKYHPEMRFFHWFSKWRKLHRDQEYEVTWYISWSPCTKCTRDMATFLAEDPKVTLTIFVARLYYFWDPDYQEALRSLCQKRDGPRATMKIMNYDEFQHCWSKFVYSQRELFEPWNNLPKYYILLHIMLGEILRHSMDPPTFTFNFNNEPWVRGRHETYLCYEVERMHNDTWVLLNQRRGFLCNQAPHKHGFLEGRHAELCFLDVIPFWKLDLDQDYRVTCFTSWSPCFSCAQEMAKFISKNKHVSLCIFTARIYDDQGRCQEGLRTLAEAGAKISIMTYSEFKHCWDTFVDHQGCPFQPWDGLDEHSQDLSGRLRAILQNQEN
#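 HeLa cells stably expressing Vif and C-terminally eYFP-tagged A3G, seeded overnight at 37 deg C, then exposed to compound by pintool overnight at 37 deg C. Rise in yellow fluorescence (Ex 488/Em 500-530, Acumen) marks blocked Vif-driven A3G degradation.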
# Vif-A3F inh = inhibitors of Vif-A3F interaction. 390,000 tested, 0.2% active. AID 602313. HeLa A3F-eYFP + Vif (tagged APOBEC3F with the HIV-1 protein that degrades it), YFP fluorescence increase. Potency, µM (titrated, usually from 46.1 µM), for inactives: at the highest dose activity, negative = active; further: potency means the concentration at half of the fitted maximal effect; % of control where 0% means no effect; nearly all actives have a fitted effect of over 65% in size
#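 Fluorescence increase (Ex 488/Em 500-530) after overnight compound treatment at 37 deg C flags inhibition of Vif-driven A3F-eYFP loss in stable HeLa A3F-eYFP/Vif cells seeded overnight beforehand.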
# Glioma ERSR ind = ER stress response induction in glioma | U87-MG GRP78 promoter luciferase reporter, 16 h | 420,000 tested, 0.02% active | Potency, µM, inactives show top-dose activation, actives largely listed as activators; further: potency means the concentration at half of the fitted maximal effect; series mostly up to about 76 µM; % of control where 0% means no effect; nearly all actives have a fitted effect of over 35% in size
#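 ERSR induction read as luciferase luminescence (Bright-Glo, 10 min at room temperature) in stably transfected human U87-MG glioma cells exposed to compounds for 16 h, using GRP78 as sensor.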
# IDH1 R132H inh = blocks human mutant IDH1 R132H enzyme; O75874; IDH1-R132H enzyme, NADPH consumption, diaphorase/resazurin fluorescence; Potency, µM (titrated, usually from 76.6 µM), for inactives: at the top dose activity change, negative = inhibition, actives largely listed as inhibitors; 390,000 tested, 0.093% active; AID 602179; further: potency means the concentration at half of the fitted maximal effect; on the % scale 0 is the no-effect control and ±100 the full control effect; nearly all actives have a fitted effect of over 65% in size
#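 IDH1-R132H (0.5 ug/mL dispensed) in pH 7.5 Tris buffer was preincubated 30 min with compound, then given a substrate mix of 0.016 mM NADPH and 2 mM alpha-KG for 80 min at room temperature; remaining NADPH was read by diaphorase/resazurin fluorescence.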
# PI4K2A block = blocks human PI4K2A kinase activity | 420,000 tested, 0.13% active | purified PI4K2A, ADP-Glo luminescence, 1 h; hits give low values | activity change, negative = inhibition, % at 76.9 µM | AID 1346378 | Q9BTU6; in the data active means activity change below about -50%; inconclusive means mostly about -30% to -49%;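 further: -100% = wells without enzyme as full effect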
#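 ADP-Glo luminescence measured ADP generated by PI4K2A enzyme (4 ug/mL before mixing) with 1.2 mM PI substrate (pre-mix) and 300 microM ATP (pre-mix). Tris pH7.5 buffer with MgCl2, Triton X-100; 1 h reaction at ambient temperature.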
# LDHA inh = inhibitors of human lactate dehydrogenase A. P00338. purified LDHA, NADH/diaphorase-resazurin fluorescence; hits give low values. activity change, % (values are at about 110 or 230 µM). 480,000 tested, 0.15% active; in the data active means activity change below about -30%; inconclusive means mostly about -25% to -30%;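 further: plate controls were DMSO wells for no effect and wells without enzyme for full effect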
#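 Human LDH5 at 2 nM final in Tris HCl pH 7.4 with 0.06 mM NADH and 0.2 mM pyruvate, reacted 5 minutes at room temperature. Remaining NADH coupled via diaphorase/resazurin; resorufin fluorescence read at 0 and 20 minutes, normalized to enzyme-free and DMSO wells.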
# * = called active by the depositor; ? = inconclusive; / = not tested or not shown; & = joins results of further samples; [ ] = another dose, or the depositor's remark. Unless noted, the call rests on the fitted dose curve; in most records, active means well fitted curve in the direction sought with a large enough effect; inconclusive means small, poorly fitted or top-dose-only effect, or another doubt; inactive means no such curve, though single readings can be large; an effect the other way counts as inactive or inconclusive.
# Values in the order – TrxR1 substrate | RXFP1 ag | Glioma ERSR ind | Vif-A3G inh | IDH1 R132H inh | PI4K2A block | LDHA inh | USP1 inh | Vif-A3F inh
- CCc1ccc(OCC(=O)N(Cc2ccc(OC)cc2)C2CCS(=O)(=O)C2)cc1 (configuration not stated)
  3%[57.1 µM] | 1.9% | -1% | -1% | -9% | 0 | -4 | -19% | 0%
- N/C(Cc1cccs1)=N\OC(=O)COc1ccc(Cl)cc1Cl
  9%[57.1 µM] | 2.1% | ? | -12% | 5% | 1 | -4 | -10% | -8%
- COc1cccc(NC(=O)CN(C)C(=O)C(Sc2ccccc2)c2ccccc2)c1 (configuration not stated)
  -2%[57.1 µM] | 2.9% | -9% | 4% | 9% | -1 | 1 | -1% | 1%
- CC(=O)c1cc(-c2ccccc2)n(CCC(=O)Nc2ccc(C)cc2C)c1C
  -6%[57.1 µM] | 0.0% | -2% | -2% | 0% | -1 | -6 | -27% | 7%
- CC(Sc1n[nH]c(N)n1)C(=O)C12CC3CC(CC(C3)C1)C2 (configuration not stated)
  -16% | 0.0% | -1% | 6% | 7% | -1 | -5 | 4% | -4%
- O=[N+]([O-])c1ccc(NC(=S)N2CCN(c3ccc(F)cc3)CC2)cc1
  -7% | 1.1% | -2% | 2% | 6% | -3 | -4 | -17% | 5%
- COc1ccc(OC)c(NC(=O)C(C)OC(=O)c2cc3ccccc3[nH]2)c1 (configuration not stated)
  -3% | / | -3% | 3% | -7% | -3 | -7 | -18% | -7%
- COc1ccc(CCN2CC(C(=O)NCc3nc(C)c(C)s3)CCC2=O)cc1 (configuration not stated)
  -11% | -1.0% | -5% | -1% | 4% | 5 | -6 | -10% | -1%
- O=S(=O)(c1ccc(Oc2ncnc3scc(-c4ccccc4)c23)cc1)N1CCOCC1
  2% | 2.2% | -7% | -11% | -5% | -2 | -5 | -15% | -1%
- COc1c(C)cc(S(=O)(=O)Nc2cccc(-c3ccc(N4CCOCC4)nn3)c2)c(C)c1C
  2%[57.1 µM] | 1.3% | -1% | -1% | -18% | -7 | 3 | 1% | -1%
- CCOC(=O)C1CCCN(C(=O)c2cc3cc(OC)c(OC)cc3[nH]2)C1 (configuration not stated)
  13%[57.1 µM] | 0.8% | 2% | -2% | 8% | 6 | -6 | -14% | -22%
- O=C(O)CCC(=O)OC1CC2CCC1C2 (configuration not stated)
  8% | -2.6% | -2% | -2% | 8% | 3 | -4 | -18% | 7%
- C[C@H]1COC(=O)[C@H](Cc2ccc(F)cc2)C/C=C\C[C@H](CC(=O)N(CCO)Cc2ccccc2)C(=O)N1
  8%[57.1 µM] | / | -2% | -5% | -8% | 2 | 0 | -29% | 2%
- CC(C)NC(=O)c1ccccc1NC(=O)CN(c1ccc2c(c1)OCO2)S(C)(=O)=O
  3% | 1.6% | 1% | 0% | -1% | -1 | 0 | -5% | 0%
- O=C(OC1CCCCC1=O)c1cccc(S(=O)(=O)NCc2ccccc2)c1 (configuration not stated)
  -6% | 1.8% | -5% | -5% | 5% | -10 | -5 | -19% | 6%
- Cc1nnsc1Sc1ccccc1
  6% | -1.0% | 2% | -6% | -1% | 2 | -4 | -31% | 0%
- CC(=O)CCC1CC(c2ccc(Cl)cc2)=NO1 (configuration not stated)
  3% | -0.3% | -8% | 4% | -4% | -7 | -14 | -19% | -1%
- O=C(NCc1ccccn1)c1n[nH]c2ccccc12
  9%[57.1 µM] | -0.2% | -2% | 2% | -3% | 1 | -4 | -16% | -3%
- COC(=O)c1cnc(SCC(=O)c2ccccc2)n1C
  3%[57.1 µM] | -2.3% | -8% | -1% | -11% | -6 | -1 | -9% | -2%
- C#CCN(C[C@@H]1[C@@H](OC(=O)NC2CC2)[C@@H](OC(=O)NC2CC2)Cn2c(=O)n(CCCCCC)c(=O)n21)S(=O)(=O)c1ccc(C)cc1
  / | / | -2% | -4% | 9% | 2 | 0 | -21% | -4%
- COc1ccc(-c2c(C)nn3c(N4CCN(c5cc(Cl)ccc5C)CC4)cc(C)nc23)cc1OC
  9% | -1.8% | -3% | -1% | 2% | -1 | -11 | -24% | -8%
- COc1cc(/C=N/NC(=O)c2csc3c2CCCC3)ccc1OCCN1CCOCC1
  1% | -5.8% | 1% | 0% | -9% | 3 | -3 | ? | -17%
- O=C(CN1C(=O)CSC1=O)Nc1ccc(N2CCOCC2)cc1
  12% | -1.5% | -3% | -1% | 1% | -6 | 10 | -14% | -2%
- Cc1cc(C)cc(NC(=O)c2oc3ccc4c(c3c2C)C(=O)CC(C)(C)O4)c1
  -1% | 2.6% | -1% | -1% | 2% | -1 | -4 | -35% | -3%
- Cc1ccc(SCC(=O)NCCc2ccc(F)cc2)cc1
  -1% | -0.2% | 2% | 0% | -1% | 0 | -2 | -20% | 3%
- Cc1cc(C)cc(N(CCC#N)C(=O)COC(=O)Cn2[nH]c(=O)c3ccccc3c2=O)c1
  -7% | / | 1% | -5% | 1% | -6 | -8 | 6% | -1%
- Cc1ccc(C2=CSC3=NS(=O)(=O)CCN23)cc1C
  13%[57.1 µM] | 0.5% | 0% | -2% | 9% | 4 | -5 | -17% | 4%
- C=CCn1c(SCC(=O)NC23CC4CC(CC(C4)C2)C3)nc2cc(C(=O)O)ccc2c1=O
  6%[57.1 µM] | 1.7% | -4% | -5% | 4% | -2 | 2 | -19% | 1%
- O=C1NC[C@@H](c2ccccc2)OC(=O)[C@H](Cc2ccc(F)cc2)C/C=C\C[C@@H]1CC(=O)N(CCO)Cc1ccccc1
  3%[57.1 µM] | / | 5% | 1% | -6% | 2 | -1 | -7% | 4%
- Nc1ccn([C@@H]2O[C@H](CNCc3cccc(OC4CCCC4)c3)[C@@H](O)[C@H]2O)c(=O)n1
  / | / | -6% | -4% | -10% | 2 | 1 | -22% | -29%
- O=c1c2cc(N3CCOCC3)ccc2[nH]c(=S)n1Cc1ccco1
  4%[57.1 µM] | 4.7% | 1% | -5% | -3% | -23 | 22 | -20% | 0%
- Cc1ccc(S(=O)(=O)/N=C(/Nc2nc(C)cc(C)n2)N2CCOCC2)cc1
  2% | -1.7% | -1% | 1% | 3% | 1 | 0 | -12% | -1%
- CC(=O)c1cccc(NC(=O)c2nc(-c3ccccc3)oc2C)c1
  8%[57.1 µM] | 1.3% | -8% | -5% | 1% | 13 | 3&-6 | ? | 5%
- Cc1oc(-c2ccccc2)cc1C(=O)NC(Cc1c[nH]c2ccccc12)C(=O)O (configuration not stated)
  -9% | 0.9% | -3% | 2% | -9% | -8 | -6 | -3% | -10%
- CC1CCN(C(=O)COC(=O)c2ccc(F)c(S(=O)(=O)N3CCOCC3)c2)CC1
  0% | 2.2% | -2% | -1% | 7% | -3 | 2 | 0% | 12%
- O=C(CN1C(=O)COc2ccc(Cl)cc21)N1CCc2ccccc21
  3% | 0.1% | -4% | 3% | -1% | 9 | -6 | -12% | 0%
- COc1cccc(CNC(=O)c2oc3c(c2C)-c2nn(Cc4cccc(Cl)c4)cc2CC3)c1OC
  0% | 14% | -4% | -1% | 0% | -2 | 21 | -23% | 1%
- O=C(Cc1cccs1)Nc1nc2c(s1)CCCC2
  1% | -0.6% | 9% | -3% | 2% | -4 | -3 | 2% | -5%
- O=C(NCCCNC(=O)c1ccco1)c1ccc(Cl)cc1
  3%[57.1 µM] | 0.3% | -2% | -1% | -4% | 0 | -2 | -6% | -4%
- O=C(CSCc1ccccc1Br)N/N=C/c1ccccc1C(=O)O
  11%[57.1 µM] | 2.1% | -1% | -5% | 5% | -1 | -3 | -15% | 0%
- Cc1ccc(NC2=CC(c3ccccc3F)N(c3ccc(C)cc3)C2=O)cc1 (configuration not stated)
  26% | 2.9% | 3% | -5% | -11% | -3 | -3 | -11% | -9%
- CCc1ccc(C2C(C(=O)Nc3ccccc3)=C(C)Nc3c(C(=O)Nc4ccc(C)cc4)cnn32)cc1 (configuration not stated)
  -4% | -1.3% | -3% | -2% | -18% | -6 | -2 | -18% | -6%
- COc1ccc(NC(=O)c2cc(S(=O)(=O)N3CCOCC3)ccc2N2CCOCC2)cc1
  -6% | -0.1% | 2% | 1% | 9% | 6 | -5 | -12% | 10%
- O=C(c1cccs1)N1CCN(S(=O)(=O)N2CCOCC2)CC1
  -5% | -0.2% | 2% | 1% | 11% | -9 | -6 | -26% | 1%
- C[N+](C)(C)C[C@H](O)CC(=O)[O-]
  3% | 0.0% | 1% | -4% | 0% | -2 | -4 | -1% | 6%
- C=CCNc1ncnc2c1ncn2[C@H]1CN(CCN2CCOCC2)C[C@@H](CO)O1
  / | / | -3% | 1% | / | -4 | -4 | / | /
- Cc1ccc(NC(=O)C(C)N2CCCC2)cc1Cl (configuration not stated)
  -3% | 1.5% | 0% | -8% | -3% | 1 | -6 | -28% | 2%
- CCn1c(=O)cc(SCC(=O)N2CCN(C)CC2)c2ccccc21
  10%[57.1 µM] | 4.1% | 0% | 0% | -1% | -1 | 0 | 3% | -5%
- Cc1ccc2c(c1)N(CC(=O)Nc1nccs1)C(=O)CO2
  -10% | -1.3% | -4% | -4% | -1% | 7 | -8 | -5% | -1%
- CC(C)n1c(SCc2ccc(Cl)cc2)nc2c1c(=O)[nH]c(=O)n2C
  -4%[57.1 µM] | 1.2% | -3% | -8% | 4% | 3 | 0 | -10% | -1%

# Only part of the results is shown; count on the stated rates, not on these rows.
